# C1s inh – human complement C1s inhibition. mean inhibition % of two 10-compound mixtures (stronger effect = higher value), % at 5 µM (by protocol). purified C1s, fluorogenic AMC substrate, pooled mixtures. 62,000 compounds, 0.16% hits. AID 538;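 active = inhibition above 20% in each of the two 10-compound mixture wells holding the compound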;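 also: 0% = enzyme wells lacking compound mixture and 100% = no-enzyme blank wells; some compounds called inactive have numbers as strong as hits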
# Cathepsin G inh – blocks human cathepsin G enzyme activity | purified enzyme, AMC-tetrapeptide fluorescence, pooled mixtures | P08311 | AID 581 | 62,000 compounds, 0.2% hits | inhibition, % at 5 µM (by protocol);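 active = inhibition above 20% in each of the two mixture wells holding the compound; inactive = inhibition of 20% or less in either well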;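 also: 0% = enzyme control without mixture and 100% = blank lacking enzyme; strong numbers were not always called active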
# CatS inh – inhibitors of human cathepsin S. 62,000 compounds, 0.06% hits. inhibition, %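 (tested at 5 µM per compound within 10-compound mixtures)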. AID 501. P25774. recombinant cathepsin S, AMC dipeptide fluorescence, pooled mixtures; in the data active = inhibition above about 32%, passing the limit was not always enough;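 also: 0% = enzyme without compound and 100% = blank without enzyme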
# Her2 expr inh – lowers expression of human Her2 kinase | P04626 | SKBR-3 HER2 protein level, AlphaScreen, 18-24 h; stronger effect = lower value | HER2 level % of control, % at 10 µM | 65,000 compounds, 0.69% hits;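 active = HER2 level under 5% of the carrier-only control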;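 also: 100% = DMSO carrier and 0% = 500 nM PU-H71 HSP90 inhibitor; lower value means stronger loss of Her2 protein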
# ROCK2 blocker – inhibitors of human Rho kinase 2; inhibition, % at 6 µM; 60,000 compounds, 0.35% hits; purified ROCK2, Kinase-Glo ATP depletion luminescence; AID 604; O75116;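 active = inhibition above the screen-wide mean inhibition plus 3 SD, cut at about 18% in these data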;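 also: plate controls were DMSO wells for no effect and Y-27632 control wells after no-enzyme background subtraction for full effect; many of its hits are not listed in these tables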
# Target sequence (O75116 whole entry, looked up): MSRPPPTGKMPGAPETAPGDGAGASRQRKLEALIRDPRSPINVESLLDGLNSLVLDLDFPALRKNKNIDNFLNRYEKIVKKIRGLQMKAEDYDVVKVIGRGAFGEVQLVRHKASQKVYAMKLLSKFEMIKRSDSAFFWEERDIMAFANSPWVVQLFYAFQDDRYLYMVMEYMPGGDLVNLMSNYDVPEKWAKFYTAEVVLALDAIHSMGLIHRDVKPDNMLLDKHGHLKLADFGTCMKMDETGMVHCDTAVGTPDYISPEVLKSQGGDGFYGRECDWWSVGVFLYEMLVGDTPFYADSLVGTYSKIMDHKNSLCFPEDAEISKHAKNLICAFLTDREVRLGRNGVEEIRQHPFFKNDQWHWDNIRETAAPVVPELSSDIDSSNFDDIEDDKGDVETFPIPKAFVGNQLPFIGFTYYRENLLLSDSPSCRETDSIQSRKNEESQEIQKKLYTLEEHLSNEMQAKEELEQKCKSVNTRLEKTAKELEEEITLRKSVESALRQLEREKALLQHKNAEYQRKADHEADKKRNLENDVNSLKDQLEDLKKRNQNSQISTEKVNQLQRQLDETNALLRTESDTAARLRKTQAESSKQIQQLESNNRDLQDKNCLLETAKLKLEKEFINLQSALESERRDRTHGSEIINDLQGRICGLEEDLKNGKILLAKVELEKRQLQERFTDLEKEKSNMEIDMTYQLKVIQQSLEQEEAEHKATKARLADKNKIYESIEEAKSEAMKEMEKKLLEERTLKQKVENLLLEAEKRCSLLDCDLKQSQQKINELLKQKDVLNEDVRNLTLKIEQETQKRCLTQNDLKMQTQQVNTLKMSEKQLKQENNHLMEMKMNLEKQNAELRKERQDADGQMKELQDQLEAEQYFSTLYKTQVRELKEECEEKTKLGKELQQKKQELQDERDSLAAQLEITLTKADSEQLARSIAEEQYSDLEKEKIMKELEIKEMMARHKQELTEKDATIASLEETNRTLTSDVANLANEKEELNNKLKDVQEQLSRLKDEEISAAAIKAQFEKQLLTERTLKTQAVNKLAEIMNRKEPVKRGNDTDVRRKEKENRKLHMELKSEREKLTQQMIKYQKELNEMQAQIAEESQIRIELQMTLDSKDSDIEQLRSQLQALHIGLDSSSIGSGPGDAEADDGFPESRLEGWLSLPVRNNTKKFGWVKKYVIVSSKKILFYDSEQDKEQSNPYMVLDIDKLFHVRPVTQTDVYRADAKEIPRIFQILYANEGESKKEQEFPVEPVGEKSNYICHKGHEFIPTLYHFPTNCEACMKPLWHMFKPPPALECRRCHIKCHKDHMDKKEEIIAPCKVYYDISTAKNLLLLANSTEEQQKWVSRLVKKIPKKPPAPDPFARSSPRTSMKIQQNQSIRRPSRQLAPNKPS
# CatL block – blocks human cathepsin L protease activity; P07711; inhibition, %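 (tested at 10 µM)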; purified cathepsin L, fluorogenic substrate, fluorescence; 58,000 compounds, 0.17% hits; AID 460; in the data active = inhibition above about 45%;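 also: 0% = enzyme with no compound and 100% = no enzyme blank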
# PKA kinase inh – blocks human protein kinase A activity | P17612 | PKA Kemptide phosphorylation, Kinase-Glo ATP luminescence | inhibition, % at 6 µM | 65,000 compounds, 0.1% hits;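 active = inhibition above the screen-wide mean inhibition plus 3 SD, cut at about 21% in these data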; also: many of its hits are not listed in these tables
# CatB mixtures – inhibitors of human cathepsin B in compound mixtures; 62,000 compounds, 0.06% hits; Purified cathepsin B, AMC dipeptide fluorescence; P07858; inhibition, %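 (ten-compound pools at 5 µM per compound and 50 µM total)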; in the data active = inhibition above about 22%, passing the limit was not always enough;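 also: 0% = enzyme without compound and 100% = no enzyme blank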
# CatB block – human cathepsin B inhibition | 63,000 compounds, 0.1% hits | inhibition, %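 (tested at 10 µM)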 | purified cathepsin B, fluorogenic substrate, fluorescence; in the data active = inhibition above about 21%;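 also: 0% = enzyme with no compound and 100% = no enzyme blank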
# * marks the source's active call; other numbers are inactive results; / = not tested or not shown. A portion of the library (hit frequency here may not be typical).
[1] C=C(C)COc1ccc(-c2[nH]ncc2Oc2cccc(OC)c2)c(O)c1
[2] COc1cc(O)c2c(c1)OC(C)(C)CC2=O
[3] COc1ccc(OCCOC(=O)Nc2ccccc2)cc1
[4] CCCNC(=O)C(Cc1ccccc1)NS(=O)(=O)c1cccc2nsnc12 (stereo not given)
[5] COc1cc2cc(C(c3nnnn3C3CCCC3)N3CCCCCC3)c(=O)[nH]c2cc1OC (stereo not given)
[6] CCCCc1c(O)nc(SCC(=O)N2CCOCC2)n(-c2ccccc2C)c1=O
[7] CC(C)CNC(=O)CN(C1CCCCC1)S(C)(=O)=O
[8] Cc1cc(C)c2c(c1)-c1c(ssc1=S)C(C)(C)N2C(=O)CSc1nncn1C
assay / entry,1,2,3,4,5,6,7,8
C1s inh,7,3,-4,18,9,-3,20,3
Cathepsin G inh,9,13,8,11,13,0,9,2
CatS inh,4,9,12,-5,0,19,11,-2
Her2 expr inh,52,80,130,85,95,113,103,63
ROCK2 blocker,2,6,7,1,3,2,0,3
CatL block,4,-6,/,-4,-20,-3,10,-2
PKA kinase inh,8,8,5,6,3,-2,-2,2
CatB mixtures,-2,1,1,5,3,7,3,-1
CatB block,6,3,6,0,6,-2,1,-1

# Another view of some results above.
entry	smiles	C1s inh	Cathepsin G inh	CatS inh	Her2 expr inh	ROCK2 blocker	CatL block	PKA kinase inh	CatB mixtures	CatB block
4	CCCNC(=O)C(Cc1ccccc1)NS(=O)(=O)c1cccc2nsnc12 (stereo not given)	18	11	-5	85	1	-4	6	5	0
5	COc1cc2cc(C(c3nnnn3C3CCCC3)N3CCCCCC3)c(=O)[nH]c2cc1OC (stereo not given)	9	13	0	95	3	-20	3	3	6

# Fetched by compound from above (three):
[5] COc1cc2cc(C(c3nnnn3C3CCCC3)N3CCCCCC3)c(=O)[nH]c2cc1OC (stereo not given)
[1] C=C(C)COc1ccc(-c2[nH]ncc2Oc2cccc(OC)c2)c(O)c1
[6] CCCCc1c(O)nc(SCC(=O)N2CCOCC2)n(-c2ccccc2C)c1=O
assay / entry,5,1,6
C1s inh,9,7,-3
Cathepsin G inh,13,9,0
CatS inh,0,4,19
Her2 expr inh,95,52,113
ROCK2 blocker,3,2,2
CatL block,-20,4,-3
PKA kinase inh,3,8,-2
CatB mixtures,3,-2,7
CatB block,6,6,-2

# More results
[9] CCOC(=O)C1CCCN(C(=O)CS(=O)(=O)Cc2ccccc2)C1 (stereo not given)
[10] COc1ccc(CN(C(=O)CSc2nnc(-c3ccccc3F)o2)c2ccc(F)cc2)cc1
[11] CS(=O)(=O)NCc1ccc(C(=O)NCc2ccccc2)cc1
[12] COc1ccc(S(=O)(=O)NC(CC(=O)NCc2ccco2)c2ccco2)cc1 (stereo not given)
[13] Cn1c(=O)c2cc(S(=O)(=O)NCCC(=O)Nc3ccccc3F)ccc2n(C)c1=O
[14] Cc1ccc(OCCn2nc3ccccc3n2)c(C)c1
[15] C=CCc1c(C)nn(CC(=O)O)c1-c1ccccc1
[16] Nc1ccc(Nc2ccccc2)c(Cl)c1
assay / entry,9,10,11,12,13,14,15,16
C1s inh,3,-16,-25,-22,-5,-185,20,1
Cathepsin G inh,-3,2,1,-1,-9,-14,10,-2
CatS inh,2,-11,-11,-9,-1,-19,10,1
Her2 expr inh,101,101,129,101,165,107,93,85
ROCK2 blocker,5,-3,-11,9,-2,14,1,8
CatL block,1,8,12,3,13,-3,10,/
PKA kinase inh,8,-5,2,10,6,4,-1,0
CatB mixtures,1,-14,1,0,-5,-1,5,3
CatB block,1,2,1,1,0,6,3,-4

[17] Cc1cccc(NC(=O)c2oc3c(c2C)C(=O)CC(C)(C)C3)n1
[18] COc1ccc(N(CC(=O)NC2CCCCCCC2)S(=O)(=O)c2c(C)nn(C)c2C)cc1
[19] c1csc(-c2nn3c(C4COc5ccccc5O4)nnc3s2)c1 (stereo not given)
[20] O=C(c1cnsn1)N1CCN(c2ccccn2)CC1
[21] COc1nc(-c2ccccc2)ccc1-c1noc(COc2ccccc2)n1
[22] Cc1cc(C)c2[nH]c(=O)c(C(c3nnnn3Cc3ccc4c(c3)OCO4)N3CCCC3)cc2c1 (stereo not given)
[23] Clc1ccc(OCCn2cnc3ccccc32)cc1
[24] O=C(CN1C(=O)CCC1=O)Nc1ccc2c3c(cccc13)CC2
assay / entry,17,18,19,20,21,22,23,24
C1s inh,-4,2,14,-8,-1,5,-29,-27
Cathepsin G inh,13,7,10,-2,4,9,-9,-1
CatS inh,9,-2,0,5,-4,3,8,9
Her2 expr inh,112,78,94,75,78,91,112,39
ROCK2 blocker,-2,4,3,3,1,-5,-2,6
CatL block,10,/,-5,3,6,-3,4,8
PKA kinase inh,-5,1,3,4,5,-16,7,8
CatB mixtures,-12,1,5,3,1,1,0,-4
CatB block,1,4,2,2,7,1,5,-2

[25] c1ccc2c(c1)ccc1nnc(-c3ccc4c(c3)OCO4)n12
[26] Nc1[nH]nc2nc(NCc3ccccc3)c3c(c12)CCN(Cc1ccccc1)C3
[27] O=C(Nc1cc2nn(-c3ccccc3)nc2cc1Cl)c1ccco1
[28] C/C(=C\C(=O)c1ccc(F)cc1)Nc1ccc(N2CCOCC2)cc1
[29] Cc1oncc1C(=S)Nc1ccccc1
[30] O=C(CN1CCOCC1)Nc1ncc(Br)cc1Br
[31] COc1ccc(NC(=O)CCSc2nnc(C)s2)cc1
[32] CN(C)c1nc(OCCNC(=O)COc2ccc(Cl)cc2Cl)nc(N2CCOCC2)n1
assay / entry,25,26,27,28,29,30,31,32
C1s inh,-6,/,12,5,2,-6,-10,-18
Cathepsin G inh,-5,/,14,4,-6,-1,5,3
CatS inh,-5,/,-3,-1,-9,-8,-7,-4
Her2 expr inh,57,69,51,109,113,79,79,78
ROCK2 blocker,4,5,5,5,0,-4,/,/
CatL block,-1,-7,-10,2,-1,-1,15,/
PKA kinase inh,-1,4,2,7,-3,3,/,5
CatB mixtures,-4,/,6,0,-6,1,0,0
CatB block,-1,1,1,1,-4,0,-3,6

# Next section, overlapping the part above by 3 compounds.
[30] O=C(CN1CCOCC1)Nc1ncc(Br)cc1Br
[31] COc1ccc(NC(=O)CCSc2nnc(C)s2)cc1
[32] CN(C)c1nc(OCCNC(=O)COc2ccc(Cl)cc2Cl)nc(N2CCOCC2)n1
[33] CCOC(=O)c1ccc(NC(=O)CSc2nc(C)nc3c2c(=O)n(C)c(=O)n3C)cc1
[34] C/C=C/Cn1c(SCCCc2ccccc2)nc2c1c(=O)[nH]c(=O)n2C
[35] O=CN1CCN(C(C(=O)NC2CCCC2)c2ccc(Cl)cc2)CC1 (stereo not given)
[36] Cn1c(C(=O)N2COCC2(C)C)cc2c(=O)n3ccccc3nc21
[37] COc1ccc(CN2CC(C(=O)NCCCN3CCOCC3)CC2=O)cc1 (stereo not given)
[38] O=C(CCN1CCN(C/C=C/c2ccccc2)CC1)Nc1ccccc1
[39] Cc1ccc(NC(=O)CSc2nnc(-c3ccccn3)n2C)cc1
[40] Cc1cc(CCN2CCC(=O)NC2=O)ccc1OC(C)C
assay / entry,30,31,32,33,34,35,36,37,38,39,40
C1s inh,-6,-10,-18,-16,0,-5,-137,-34,6,10,15
Cathepsin G inh,-1,5,3,1,6,-2,-7,7,33,11,15
CatS inh,-8,-7,-4,-2,4,6,-9,13,1,13,4
Her2 expr inh,79,79,78,/,85,107,117,83,78,107,76
ROCK2 blocker,-4,/,/,-3,4,/,8,-1,/,-2,4
CatL block,-1,15,/,/,8,15,-70,5,6,9,12
PKA kinase inh,3,/,5,-10,9,-5,13,8,/,7,-6
CatB mixtures,1,0,0,-2,-5,-3,-4,5,-2,4,5
CatB block,0,-3,6,-2,1,-5,-5,5,-8,6,7

[41] CCC(C)(C)n1nnnc1C(c1cc2cc3c(cc2[nH]c1=O)OCO3)N1CCN(C)CC1 (stereo not given)
[42] CCOc1ccccc1NC(=O)CSc1nnc(-c2ccccn2)n1Cc1ccco1
[43] COCCn1c(CN2CC(C)CC(C)C2)nc2c1c(=O)n(C)c(=O)n2C (stereo not given)
[44] O=C(C1CCN(S(=O)(=O)N2CCOCC2)CC1)N1CCN(Cc2ccc3c(c2)OCO3)CC1
[45] COc1cc(NC2=CC(=O)CC(C)(C)C2)cc(OC)c1OC
[46] O=C(c1ccco1)N1CCN(C(=O)C2CC(c3ccc(F)cc3)=NO2)CC1 (stereo not given)
[47] CCOc1cc(S(=O)(=O)NCCc2ccccc2C)c(OCC)cc1-n1cnnn1
[48] O=C(Cc1nn[nH]n1)NCCC1=CCCCC1
assay / entry,41,42,43,44,45,46,47,48
C1s inh,-33,-5,-184,16,/,-6,-4,14
Cathepsin G inh,6,-2,-16,10,/,2,-3,10
CatS inh,-6,4,-23,6,/,16,1,0
Her2 expr inh,85,95,99,71,151,58,81,76
ROCK2 blocker,-2,/,-7,-1,7,1,5,4
CatL block,-176,-1,/,2,34,3,-11,9
PKA kinase inh,1,4,-14,-6,5,8,12,11
CatB mixtures,-8,7,-11,6,/,0,1,1
CatB block,1,1,2,4,2,3,3,2

[49] CCc1c(C(=O)Nc2nnc(C3CC3)s2)csc1C
[50] COc1cc(NS(=O)(=O)c2ccc(NC(=O)NC3CCCCC3)cc2)nc(OC)n1
[51] COc1ccccc1-c1nnc2sc(COc3ccccc3)nn12
[52] COc1ccc(N2CCN(C(=O)C(C)(C)Oc3ccc(Cl)cc3)CC2)cc1
[53] CCn1c(SCC(N)=O)nnc1-c1ccco1
[54] CCOC(=O)C1=C(N)OC2=C(C(=O)CCC2)C1c1cccnc1 (stereo not given)
[55] O=C(O)c1ccccc1C(=O)Nc1ccccc1
[56] C=CCn1c(SCC(=O)NCc2ccco2)nnc1-c1ccc2ccccc2n1
assay / entry,49,50,51,52,53,54,55,56
C1s inh,5,-3,/,5,-3,-36,16,-49
Cathepsin G inh,-1,7,/,8,9,-9,19,-4
CatS inh,6,3,/,-1,8,3,17,4
Her2 expr inh,92,52,109,86,67,112,/,85
ROCK2 blocker,-3,7,7,1,3,/,-2,4
CatL block,5,0,2,-4,16,-11,11,6
PKA kinase inh,-1,8,5,3,-9,-4,-2,1
CatB mixtures,-4,4,/,3,2,-5,5,1
CatB block,0,2,3,4,1,1,6,0

[57] O=S(=O)(NCc1ccc(F)cc1)c1ccc2c(c1)OCCO2
[58] O=S(=O)(Nc1nc2ccccc2nc1NCCN1CCOCC1)c1cccc(Cl)c1
[59] Cc1cc(C(C)(C)C)c(O)c(C)c1CC1=NCCN1
[60] CC(NS(C)(=O)=O)C(c1cccs1)N1CCN(c2ccc(F)cc2)CC1 (stereo not given)
[61] CCN(CC)c1nc2n(c(=S)n1)CCS2
[62] CSc1ccc(N2C(=O)NC3(CCCCC3)C2=O)cc1
[63] Cc1ccc(OCC(=O)NCc2ccccn2)c(Br)c1
[64] CN(CC(=O)Nc1ccc(F)c(F)c1)S(=O)(=O)c1cccc2nsnc12
[65] Cc1ccc(N2C(=O)CC(N3CCN(C4CCc5ccccc5C4)CC3)C2=O)cc1 (stereo not given)
[66] COc1ccc(N2C(=O)CC(NCc3cccc(F)c3)C2=O)cc1 (stereo not given)
[67] CC1Cc2ccccc2N1C(=O)Cn1c(=O)oc2cc(S(=O)(=O)NC3CCCC3)ccc21 (stereo not given)
assay / entry,57,58,59,60,61,62,63,64,65,66,67
C1s inh,-25,14,27,-21,5,-18,-41,16,-6,15,18
Cathepsin G inh,6,9,12,-11,10,-14,-12,12,-2,11,12
CatS inh,-16,-3,-7,-3,-1,0,-4,10,-3,6,4
Her2 expr inh,103,89,123,78,112,75,91,69,112,86,73
ROCK2 blocker,3,6,5,/,/,-3,4,7,-3,3,2
CatL block,-3,-21,10,-1,16,3,12,6,-7,/,/
PKA kinase inh,-2,6,4,8,3,7,6,11,-1,-2,-3
CatB mixtures,0,1,4,-1,3,0,-5,2,-4,3,3
CatB block,3,-1,1,1,4,2,-3,3,0,1,3

# Screening results as filed in PubChem BioAssay.
